Screening results deposited in PubChem BioAssay by several laboratories.
HePTP inh – blocks human HePTP tyrosine phosphatase; P35236; 110,000 tested, 0.64% active; inhibition, % at 20 µM; recombinant HePTP phosphatase activity, OD absorbance; in the data active means inhibition above about 50%;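 further: plate controls were vehicle for no effect and reference inhibitor for full effect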
Target sequence (P35236 whole entry, looked up): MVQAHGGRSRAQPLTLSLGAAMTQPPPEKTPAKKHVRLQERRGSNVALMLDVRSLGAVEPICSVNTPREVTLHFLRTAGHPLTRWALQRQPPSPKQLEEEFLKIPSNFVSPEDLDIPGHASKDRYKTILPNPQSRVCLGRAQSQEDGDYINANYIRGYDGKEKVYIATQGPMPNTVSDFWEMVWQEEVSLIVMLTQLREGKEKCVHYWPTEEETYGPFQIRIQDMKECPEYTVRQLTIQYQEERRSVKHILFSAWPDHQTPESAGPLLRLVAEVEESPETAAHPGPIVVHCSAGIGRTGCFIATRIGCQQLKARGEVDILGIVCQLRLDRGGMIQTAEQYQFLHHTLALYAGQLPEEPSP
BAP1 inh – blocks human BAP1 ubiquitin-AMC hydrolysis; Q92560; 72,000 tested, 0.48% active; recombinant BAP1, Ub-AMC hydrolysis fluorescence kinetic; hits give low values; AID 436; activity remaining (% of control), % at 20 µM;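 active means activity remaining at or below 50% of control, provided the compound also passes the data quality filters; inactive means the rest, including low values that fail the filters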;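 further: 100% = DMSO wells rate and 0% = substrate alone blank rate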
Target sequence (Q92560 whole entry, looked up): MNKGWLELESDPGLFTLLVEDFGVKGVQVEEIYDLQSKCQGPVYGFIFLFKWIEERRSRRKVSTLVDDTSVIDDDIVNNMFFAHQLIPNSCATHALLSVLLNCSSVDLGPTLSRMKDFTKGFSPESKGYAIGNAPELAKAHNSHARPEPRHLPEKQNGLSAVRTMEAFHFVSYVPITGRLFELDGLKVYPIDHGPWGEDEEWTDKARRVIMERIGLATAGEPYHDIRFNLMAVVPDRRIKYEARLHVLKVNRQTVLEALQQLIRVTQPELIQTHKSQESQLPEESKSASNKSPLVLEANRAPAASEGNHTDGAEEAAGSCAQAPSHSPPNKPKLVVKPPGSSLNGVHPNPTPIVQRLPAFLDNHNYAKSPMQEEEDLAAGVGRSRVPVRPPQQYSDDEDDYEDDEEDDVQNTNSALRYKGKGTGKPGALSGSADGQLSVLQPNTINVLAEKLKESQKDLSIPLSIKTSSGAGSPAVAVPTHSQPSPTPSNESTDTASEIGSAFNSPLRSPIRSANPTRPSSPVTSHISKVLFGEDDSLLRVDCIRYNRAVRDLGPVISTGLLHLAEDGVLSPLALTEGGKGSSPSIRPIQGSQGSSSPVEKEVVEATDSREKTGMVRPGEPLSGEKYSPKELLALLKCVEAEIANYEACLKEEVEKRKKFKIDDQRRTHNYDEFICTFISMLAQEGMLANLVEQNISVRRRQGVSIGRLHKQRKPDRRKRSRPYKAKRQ
The depositor's hits bear a star; . = no result given; & = joins results of further samples.

BAP1 inh,HePTP inh,compound
.,-7.7,COC(=O)c1sccc1NC(=O)/C=C/c1ccc(C(C)(C)C)cc1
.,-6.6,O=C(O)CCCCCN1C(=O)C(=O)/C(=C(/O)c2ccc(F)cc2)C1c1ccc(Cl)cc1 (centres undefined)
98.6,5.2,CCOC(=O)C1CCN(C(=O)CN(Cc2ccc(Cl)cc2)S(C)(=O)=O)CC1
111.3,9.9,CC(C)COC(=O)Nc1ccccc1C(=O)N1CCOCC1
50.8,.,Cc1onc(-c2ccccc2Cl)c1C(=O)NC(C)c1ccccc1 (centres undefined)
72.3,-0.6,CCCCn1nnc(NC(=O)COc2cc(C)ccc2C(C)C)n1
104.0,3.5&5.5,Oc1ccccc1-c1cc(-c2ccccc2Cl)[nH]n1
.,8.5,c1coc(C2Nc3cccc4cccc(c34)N2)c1
.,-2.7,COc1ccc(NC(=O)C(C)Sc2ccc(Cl)cc2)cc1 (centres undefined)
.,-21.4,Cc1ccc(C(=O)N/C(=C/c2cccnc2)C(=O)N2CCCCCC2)cc1
76.8,4.6,CCC(=O)Nc1nc(C)c(Oc2ccccc2)c(=O)[nH]1
.,-5.0,CCOC(=O)C(CCCOc1cc(C)ccc1C)C(=O)OCC
88.3,5.2,CCCn1c(SCC(N)=O)nc2c(c1=O)C1(CCCC1)Cc1ccccc1-2
.,-11.2,COc1c(O)ccc(/C=N\NC(=O)c2ccc(Br)cc2)c1[N+](=O)[O-]
104.7,7.1,CCCOC(=O)CN1C(=O)c2ccccc2C1=O
112.1,4.5,CCSc1nnc(CNc2ccc(F)cc2)n1CC1CCCO1 (centres undefined)
.,14.4,O=C(CSc1ncnc2c1oc1ccccc12)Nc1cccc(F)c1
.,4.3,COc1cc(C2NC(=O)NC(C)=C2C(=O)Nc2ccc(C)cc2)cc(OC)c1OC (centres undefined)
.,-15.2,O=C(Nc1cccc2ccccc12)N(Cc1ccccc1)Cc1ccccc1
.,11.7,N#CC(C(=O)OC1CCCCC1)c1nc2ccccc2nc1N1CCCCC1 (centres undefined)
.,-2.4,O=C(/C=C/c1ccc(F)cc1)NC(=S)Nc1ccccc1Cl
.,5.3,O=C(CC1S/C(=N\N=C2/CCCc3ccccc32)NC1=O)Nc1ccc(Cl)cc1Cl (centres undefined)
.,3.3,COc1cc(NC(=O)c2ccc3ccccc3c2)c(OC)cc1Cl
.,1.8,FC(F)(F)c1cccc(-c2ccc(-c3csnn3)o2)c1
96.7,-5.4,CCC(=O)N1CCc2cc(Br)cc(S(=O)(=O)N3CCCCCC3)c21

Next section:
BAP1 inh,HePTP inh,compound
103.2,4.0,CCC(C)NC(=O)C1CCN(S(=O)(=O)CC)CC1 (centres undefined)
.,0.1,Cc1ccc(/C=C2\C(=O)NN(c3ccc(Cl)c(Cl)c3)C2=O)s1
101.4,2.5,COc1ccc2c(c1)C(C)CC(C)(C)N2C(=O)CSc1ncn[nH]1 (centres undefined)
.,2.3,Cc1ccc(-n2nc3ccc(NC(=S)NC(=O)c4ccccc4Cl)cc3n2)cc1Cl
82.0,1.8,COc1ccc(C(=O)N2CCN(S(=O)(=O)c3ccc(C)cc3C)CC2)cc1OC
113.1,3.0,CS(=O)(=O)c1ccc2nc(NC3(C(F)(F)F)N=C4SCCN4C3=O)sc2c1 (centres undefined)
.,-14.6,N#Cc1c(NC(=O)c2cc3nc(-c4ccccc4)cc(C(F)(F)F)n3n2)sc2c1CCCC2
.,9.5,Cc1ccccc1NCC(=O)N/N=C\c1ccc(-c2cccc(Cl)c2)o1
.,8.4,O=c1/c(=C/c2ccccc2OS(=O)(=O)c2ccccc2[N+](=O)[O-])sc2nc3ccccc3n12
108.9,10.4,Cn1c(NCCCN2CCOCC2)nc2c1c(=O)n(Cc1ccc(Cl)cc1)c(=O)n2C
.,-5.3,COCCCNc1c2c3c(cccc3[nH]c1=O)C(=O)c1ccccc1-2
.,11.3,CCNC(=S)NNC(=O)CSc1nnc(-c2ccc(OC)c(OC)c2)n1-c1ccccc1
133.1,-6.7,CCCC(C)C(=O)Nc1ccc2c(c1)OCCO2 (centres undefined)
100.0,1.8,Cc1ccc(S(=O)(=O)N(C)CC(=O)NC2CC(C)(C)NC(C)(C)C2)cc1
.,-8.0,CC(=O)C1C(=O)c2ccccc2/C1=N/N=C/c1ccc([N+](=O)[O-])cc1 (centres undefined)
93.2,4.0,CC(=O)c1cccc(-n2nnnc2SCC(=O)N2CCCC2)c1
.,-5.3,CCC(C(=O)Nc1sc(C(=O)OC(C)C)c(C)c1C#N)c1ccccc1 (centres undefined)
70.2,8.5,O=C(c1ccccc1NS(=O)(=O)c1cccs1)N1CCOCC1
.,29.5,Cc1c(OCc2ccc(C(=O)O)o2)ccc2c3c(c(=O)oc12)CCC3
101.7,13.6,O=C(O)C1C2C=CC3(CN(c4cccc(C(F)(F)F)c4)C(=O)C13)O2 (centres undefined)
.,8.7,COc1ccc2oc(=O)cc(C)c2c1
96.5,10.8,N#Cc1nc(N2CCOCC2)nc(N2CCOCC2)n1
.,4.4,O=c1oc2ccc(Cl)cc2cc1-c1ccccc1
82.7,2.1,COc1ccc(CN(C)CCc2ccccn2)c(OC)c1OC
.,11.5,Cc1ccccc1C(=O)c1coc2ccccc2c1=O

Exported with tabs: entries from further up
SMILES	BAP1 inh	HePTP inh
Cn1c(NCCCN2CCOCC2)nc2c1c(=O)n(Cc1ccc(Cl)cc1)c(=O)n2C	108.9	10.4
COCCCNc1c2c3c(cccc3[nH]c1=O)C(=O)c1ccccc1-2	.	-5.3
CCNC(=S)NNC(=O)CSc1nnc(-c2ccc(OC)c(OC)c2)n1-c1ccccc1	.	11.3
CCCC(C)C(=O)Nc1ccc2c(c1)OCCO2 (centres undefined)	133.1	-6.7

One compound at a time, from the list above. Order of screens: BAP1 inh	HePTP inh
Entry for `COc1ccc2oc(=O)cc(C)c2c1` → .	8.7
Entry for `O=C(c1ccccc1NS(=O)(=O)c1cccs1)N1CCOCC1` → 70.2	8.5

The main list resumes, starting 4 compounds before the break.
BAP1 inh,HePTP inh,compound
96.5,10.8,N#Cc1nc(N2CCOCC2)nc(N2CCOCC2)n1
.,4.4,O=c1oc2ccc(Cl)cc2cc1-c1ccccc1
82.7,2.1,COc1ccc(CN(C)CCc2ccccn2)c(OC)c1OC
.,11.5,Cc1ccccc1C(=O)c1coc2ccccc2c1=O
90.1,.,CCOC(=O)c1ccc(NC(=O)COc2c(C)cc(C)cc2C)cc1
61.4,4.3,Cc1ccc(S(=O)(=O)N(C)CC(=O)N2CCN(c3ccccn3)CC2)cc1
.,6.8,CCc1ccccc1NC1=C(Cl)C(=O)N(c2ccc(Br)cc2)C1=O
101.1,12.7,CCC1CCCCN1C(=O)CSc1nnc(-c2ccc(OC)cc2)o1 (centres undefined)
78.2,7.5,Fc1ccc(F)c(CN2CCN(c3ncccn3)CC2)c1
.,12.2,COCc1cc(CN2CCC(C)CC2)c(O)c2ncccc12
112.8,7.3,CC(=O)c1ccc(Oc2ncnc3sccc23)c(CN2CCOCC2)c1
100.2,6.3,COCCNS(=O)(=O)c1ccc2c(c1)oc(=O)c1cc(S(=O)(=O)NCCOC)ccc12
150.9,-1.3,Cc1nn(-c2ccccc2)c(=S)n1-c1ccccc1
93.2,2.4,Cc1cnc(C)c(N2CCC(C(=O)NC(C)c3cccs3)CC2)n1 (centres undefined)
.,0.3,FC(F)(F)C12CC(c3ccccc3)=NCCN1CCN2 (centres undefined)
73.2,-0.9,COCCNC(=O)CSCc1c(F)cccc1Cl
.,-11.9,O=C(COc1ccccc1Cl)NNC(=O)c1cccnc1
128.0,.,CC(=O)N1CCN(c2ccc([N+](=O)[O-])cc2Cl)CC1
.,47.4,O=C(NN=C(/C=C/c1ccccc1)/C=C/c1ccccc1)c1ccco1
72.0,2.0,O=S(=O)(c1ccccc1S(=O)(=O)N1CCCCC1)N1CCCCC1
46.2*,-1.6,CCCn1c2c(c(O)c(C(=O)Nc3ccccc3)c1=O)CCCC2
.,-4.1,COc1ccc(C2CC(O)(C#Cc3ccccc3)C(C)C(c3ccc(OC)cc3)N2)cc1 (centres undefined)
.,5.1,Cc1ccc(NC(=O)C(=O)NCC(C)C)c(C)c1
.,9.5,COc1cccc(N2C(=O)CC(N3CCCCC3)C2=O)c1 (centres undefined)
.,7.2,COc1ccc(C2CC(C(F)(F)F)n3ncc(C(=O)NCCc4ccccc4)c3N2)cc1OC (centres undefined)
100.1,.,CC1=C(C(=O)OC2CCCC(C)C2)C(c2ccccc2Cl)NC(=O)N1 (centres undefined)
.,-5.9,COC(=O)c1sccc1NC(=O)CCc1ccccc1
.,3.0,CCN(CC)c1ccc(C=NN2CCN(Cc3ccccc3)CC2)c(O)c1
108.2,5.5,O=C(O)c1cc(-c2ccccc2)c(N2CCOCC2)s1

Following part:
BAP1 inh,HePTP inh,compound
.,-2.5,Cn1ccnc1/C=C(/OC(=O)c1ccc(Cl)cc1)c1ccc(Cl)cc1
111.3,4.9,CC(=O)Nc1ccccc1N(C)S(=O)(=O)c1ccc(C)cc1
158.6,-5.7,CCCOc1ccc(C(=O)N2CCCc3ccccc32)cc1
.,3.3,Oc1ccc(/C=N/Nc2cc(-c3ccccc3)nc(-c3ccccc3)n2)cc1
90.7,-11.8,CCN(CC)c1nc(-c2nn[nH]n2)nc(N(CC)CC)n1
57.4,5.4,CCOC(=O)Nc1ccc2c(c1)nc(CN1CCN(C(C)=O)CC1)n2C
.,3.9,CC1=NN(C(=O)c2cocc2C)C(O)(C(F)(F)F)C1 (centres undefined)
.,-15.1,COc1cc(OC)cc(C(=O)Nc2ccc(NC(=O)c3ccco3)c(OC)c2)c1
100.7,6.3,Cc1csc(NC(=O)CN(C)S(=O)(=O)c2cccc3cccnc23)n1
110.2,6.6,Cc1nn(-c2ccccc2)c2c1C1(C(=O)N(C)c3ccccc31)N(c1ccccc1)C(=O)N2 (centres undefined)
.,-4.1,OC(COc1ccccc1)Cn1cc(Br)cn1 (centres undefined)
97.9,12.4,CC(C)OC(=O)CCCN1C(=O)c2ccc(N)cc2C1=O
.,8.9,CC1=C(C(=O)Nc2ccccc2)C(c2ccccc2Br)NC(=S)N1 (centres undefined)
81.6,8.7,CC(=O)N1CCc2cc(S(=O)(=O)NC(CC(C)C)C(=O)Nc3cc(C(=O)O)ccc3C)ccc21 (centres undefined)
.,13.8,CCCCOc1ccc(-c2nc(C3CCCCC3)no2)cc1
116.5,.,Cc1nc(SCCCSc2n[nH]c(C)n2)n[nH]1
.,2.0,O=C(Nc1cc([N+](=O)[O-])ccc1F)C(c1ccccc1)c1ccccc1
138.5,.,NC(=O)c1ccccc1NC(=O)COc1ccc([N+](=O)[O-])cc1
55.8,4.1,CCCOc1ccc(N2C(=O)CC(NCCCN3CCC(C(N)=O)CC3)C2=O)cc1 (centres undefined)
.,-6.9,Cc1ccc(NC(=O)c2cccc(C)c2)nc1
59.0,-0.8,CC1(C(=O)O)CCC(C(=O)NC2CCCCCC2)C1(C)C (centres undefined)
.,2.4,Cc1cc(C)nc(NS(=O)(=O)c2ccc(NC(=O)c3cccs3)cc2)n1
.,3.2,CCN(CC)CCCNC(=O)C1c2ccccc2C(=O)N(C)C1c1ccc(OC)cc1 (centres undefined)
93.7,-3.8,Cc1cccc(CSc2ncnc3nc[nH]c23)c1
.,0.4,CCCOC(=O)c1c(-c2ccc(Cl)c(Cl)c2)csc1N

Going on with the list:
BAP1 inh,HePTP inh,compound
.,-1.2,C/C(=C\C(=O)ONC(=O)c1ccccc1)NC(C)C
96.7,0.0,Cc1n[nH]c(C)c1S(=O)(=O)N1CCCC(C(=O)NC2CCCc3ccccc32)C1 (centres undefined)
74.6,2.3,COc1ccc(Br)cc1S(=O)(=O)n1ccnc1C
.,0.1,CC1=C(C(=O)Nc2ccccc2)C(c2ccccc2Cl)NC(=S)N1 (centres undefined)
75.7,5.6,O=C(Nc1cnn(Cc2ccc(F)cc2)c1)c1cc(-c2cccs2)on1
.,2.5,Cc1ccc(N2C(=O)c3ccccc3C2=O)cc1[N+](=O)[O-]
.,3.2,O=C(/C=C/c1ccccc1)C1=C(O)C(=O)N(c2cccc(C(F)(F)F)c2)C1c1ccc([N+](=O)[O-])cc1 (centres undefined)
.,10.1,O=C(Nc1ccccc1)Nc1nnc(/C=C/c2ccccc2)s1
.,-3.8,CCCCOc1cc2oc(=O)c(CC)c(C)c2cc1CC
.,-5.3,CCOC(=O)c1ccc(NC(=O)c2ccc([N+](=O)[O-])cc2Cl)cc1
102.8,3.6,C=CCn1c(SCC(=O)Nc2ccccc2)nnc1-c1cccc(S(=O)(=O)N2CCOCC2)c1
.,-11.5,S=c1[nH]nc(-c2ccccc2Cl)n1C1CCCCC1
.,5.2,CSCCC(NC(=O)/C(=C\c1ccc(Cl)cc1)NC(=O)c1ccccc1)C(=O)O (centres undefined)
86.2,3.2,O=C(c1ccc(S(=O)(=O)N2CCOCC2)cc1)N(c1ccccc1)C1C=CS(=O)(=O)C1 (centres undefined)
.,-14.5,COc1cccc(NC(=O)/C(=C/c2ccccc2)NC(C)=O)c1
.,-5.5,COc1ccc(/C=N/Nc2nc(N3CCCC3)nc(N3CCCC3)n2)c(OC)c1
96.5,6.4,O=C(NC1CCC(C(=O)O)CC1)OCc1ccccc1 (centres undefined)
.,5.2,CC1(C)Cc2c(sc3c2c(=N)n(Cc2ccco2)c(=O)n3CC(=O)Nc2cccc(Cl)c2)CO1
.,6.5,O=C(Nc1nccs1)c1ccc(N2C(=O)c3cccc([N+](=O)[O-])c3C2=O)cc1
.,5.7,NS(=O)(=O)c1ccc(CNC2CC(=O)N(c3ccc(Cl)c(Cl)c3)C2=O)cc1 (centres undefined)
.,9.6,Cc1cnc2sc(C(=O)Nc3ccccc3)c(C(=O)O)n2c1=O
.,6.3,O=C(Nc1ccc(OC(F)(F)F)cc1)c1ccc2c(c1)OCCO2
.,-14.6,CCOc1cc(/C=N/NC(=O)c2cc(-c3ccc4ccccc4c3)n[nH]2)ccc1O
88.8,-7.6,Cc1csc(SCC(=O)Nc2cc(C(C)(C)C)nn2-c2ccccc2)n1
.,-17.3,O=C1CSC(c2ccccc2)N1c1ccc([N+](=O)[O-])cc1 (centres undefined)
82.3,12.4,O=C(c1ccccc1-c1ccccc1)N1CCN(c2ccccn2)CC1
